Screening data: PubChem, NMMLSC
Myeloid diff MLP = compounds promoting myeloid differentiation | calls only at 10 µM | hit rate 1% among 360,000 | ER-HoxA9 myeloid progenitors, lysozyme-GFP differentiation, flow cytometry;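 active = normalized GFP-positive differentiation at or above the plate's own cutoff, the solvent-only control mean plus 3 SD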;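 note: cells exposed to compound for four days before flow analysis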
Myeloid diff MLP GFP+ MAC1+ % = also measured in Myeloid diff MLP; calls as there; GFP+ MAC1+ double positive, %; measured here: differentiation confirmed by MAC1 staining
An asterisk follows results filed as active; i = inactive; + = active, no number.

SMILES | Myeloid diff MLP | Myeloid diff MLP GFP+ MAC1+ %
Cc1ccc(C)c(C(=O)CCC(=O)N2CCN(c3cccc(C(F)(F)F)c3)CC2)c1 | i | 0.4
CS(=O)(=O)c1ccc(C(=O)OCC(=O)Nc2cccnc2Cl)cc1[N+](=O)[O-] | i | 1.3
CCN1CCN(S(=O)(=O)c2ccc(Cl)c(C(=O)NCc3nc4ccccc4[nH]3)c2)CC1 | i | 0.3
Cc1csc2nc(COC(=O)c3cccc(N(C)C)c3)cc(=O)n12 | i | 0.8
OC[C@@H]1CN(Cc2ccc3c(c2)OCO3)C[C@H](n2cnc3c(NCc4ccncc4)ncnc32)O1 | i | 1.2
N#CCc1ccc(-c2cccc3nccn23)cc1 | i | 1.1
O=C(Cc1cccc(NC(=O)C2CCCN(C(=O)C3CCCCC3)C2)c1)Nc1cccc(C(=O)N2CCCC2)c1 (stereo not given) | i | 1.8
COCC1CCN(C(=O)c2ccc3oc(CCc4ccccc4)nc3c2)C1 (stereo not given) | i | 0.2
COc1ccc(S(=O)(=O)N2CCN(C(C)C(=O)Nc3ccc(C(C)C)cc3)CC2)cc1 (stereo not given) | i | 1.3
O=C1CCN(Cc2ccccc2)C(=S)N1 | i | 1.1
Cc1ccc(Cc2c(-c3ccccc3)nc3cc(C)c(Br)c(C)n23)cc1 | i | 1.2
C#CCNC(=O)C[C@@H]1C[C@@]2(C(=O)OC)CC(C)(C)CC=C2N(Cc2ccco2)C1=O | i | 2.9
COc1cc(/C=N/NC(=O)c2nnn(-c3nonc3N)c2C)ccc1OCc1ccc(Cl)cc1 | i | 0.5
Cn1ccc(NC(=O)c2ccc(Cl)cc2)n1 | i | 0.7
CC[C@]12c3[nH]c4cc(CCC(=O)N(C)C)ccc4c3CCN1C(=O)[C@@H](CC(=O)NCCc1ccccn1)C[C@@H]2C(=O)N1CCN(C(=O)c2ccco2)CC1 | + | 1.0*
c1ccc(COc2ncnc3c2ncn3CCCNCC2CCCO2)cc1 (stereo not given) | i | 0.2
CCc1ccc(C(=O)NCC2(c3ccccc3)CCOCC2)o1 | i | 0.8
CC1([N+](=O)[O-])COC2(CCCCC2)OC1 | i | 0.6
COc1cc(OC)c(NC(=O)c2cc3ccccc3cc2O)cc1Cl | i | 1.2
CCOC(=O)c1ccc(N=Cc2cnc(N)nc2N)cc1 | i | 0.6
CC1(C(=O)Nc2ccc3c(c2)OCO3)CCN1C(=O)CCc1ccc(Cl)cc1Cl (stereo not given) | i | 0.9
COc1ccccc1CC1(C)C(=O)Nc2ccc(OC(F)(F)F)cc21 (stereo not given) | i | 1.3
Cc1cc(/N=C/C=C2/N(C)c3ccccc3C2(C)C)n(CCC#N)n1 | i | 1.8
OC(CSc1ccccc1)CN1CCN(c2ccc(Cl)cc2)CC1 (stereo not given) | i | 0.7
O=C(CCS(=O)(=O)c1ccccc1F)Nc1ccc(N2CCN(Cc3ccccc3)CC2)cc1 | i | 0.4

Full records, looked up by structure.
CCN1CCN(S(=O)(=O)c2ccc(Cl)c(C(=O)NCc3nc4ccccc4[nH]3)c2)CC1 reads Myeloid diff MLP: i; Myeloid diff MLP GFP+ MAC1+ %: 0.3
Cc1csc2nc(COC(=O)c3cccc(N(C)C)c3)cc(=O)n12 reads Myeloid diff MLP: i; Myeloid diff MLP GFP+ MAC1+ %: 0.8
Cc1cc(/N=C/C=C2/N(C)c3ccccc3C2(C)C)n(CCC#N)n1 reads Myeloid diff MLP: i; Myeloid diff MLP GFP+ MAC1+ %: 1.8

Other entries follow:
SMILES | Myeloid diff MLP | Myeloid diff MLP GFP+ MAC1+ %
C[C@]12c3[nH]c4ccc(Cl)cc4c3CCN1C(=O)[C@@H](CC(=O)NCCC1=CCCCC1)C[C@@H]2C(=O)N1CCOCC1 | i | 1.0
CSC(=NS(=O)(=O)c1ccccc1)NNC(=O)c1c(-c2c(Cl)cccc2Cl)noc1C | i | 1.3
O=C(Nc1cccc(S(=O)(=O)N2CCOCC2)c1)C1CC1 | i | 0.4
Cc1ccc(Cl)cc1-c1cc(C(=O)NCC2CCCCC2)[nH]n1 | i | 0.7
COC(=O)C[C@H]1C[C@H]2c3cc(NC(=O)NC4CCCC4)ccc3O[C@H]2[C@@H](CO)O1 | i | 0.4
Cn1c(N)c(C(=O)N2CCN(c3ccccc3)CC2)c(=O)n(C)c1=O | i | 0.4
CC(=O)c1ccc(N2CCN(S(=O)(=O)c3ccc4ccccc4c3)CC2)cc1 | i | 1.6
CCOc1ccc(NC(=O)CSc2nnc(C3CC3)n2C)cc1S(=O)(=O)N1CCCCC1 | i | 1.7
COc1cc(F)ccc1-c1cc(C(=O)Nc2ccc(NC(C)=O)cc2)[nH]n1 | i | 1.2
CC1=C(C(=O)N(C(C)C)C(C)C)CC(CC(=O)NCCc2ccccn2)C(=O)N1CCCN1CCCC1=O (stereo not given) | i | 1.5
C[C@H](CO)N1C[C@H](C)[C@@H](CN(C)C(=O)Nc2ccc3c(c2)OCO3)Oc2c(NS(=O)(=O)c3cn(C)cn3)cccc2C1=O | i | 1.2
C[C@]12c3[nH]c4ccccc4c3CCN1C(=O)C(CC(=O)NCc1ccco1)C[C@@H]2C(=O)N1CCCCC1 (stereo not given in full) | i | 1.4
COc1cccc(NC(=O)CN2C(=O)NC(C)(C3CC3)C2=O)c1 (stereo not given) | i | 0.6
CCc1nc2ccc(C(=O)NCCC(C)C)cn2c1N(C)Cc1nccs1 | i | 2.8
COc1cccc(-c2cc3nc(C)c(C)c(N4CCN(C(=O)c5ccoc5)CC4)n3n2)c1 | i | 0.6
Cc1ccccc1-c1cc(C(=O)NCc2cccc(Br)c2)nn1CC1CC(c2cccc([N+](=O)[O-])c2)=NO1 (stereo not given) | i | 1.3
O=C(COC(=O)/C=C/c1ccccc1)NCCc1ccc(F)cc1 | i | 0.8
COc1ccc(OC)c(CN2C(=O)CSCC2(C)C(=O)Nc2c(C)cccc2C)c1 (stereo not given) | i | 3.6
CC1CCCCN1C(=S)NC(=O)c1cc(Br)ccc1Cl (stereo not given) | i | 0.6
COc1ccc(CNC(=O)CN2C(=O)NC(Cc3ccccc3)(c3ccccc3)C2=O)cc1OC (stereo not given) | i | 0.3
COc1ccc(Cl)cc1C(=O)NNC(=O)c1cc2ccccc2o1 | i | 0.2
CCOc1cc(C=NN=C2c3ccccc3-c3ccccc32)ccc1O | i | 1.4
COc1ccc(C(c2nnnn2-c2ccc(OC)cc2)N2CCN(C/C=C/c3ccccc3)CC2)cc1 (stereo not given) | i | 1.4
COc1ccc(C(=O)Nc2cc(S(=O)(=O)N3CCCCC3)ccc2OC)cc1 | i | 0.4
Cc1cccc(C)c1Nc1cn[nH]c1 | i | 0.8

New compounds follow:
SMILES | Myeloid diff MLP | Myeloid diff MLP GFP+ MAC1+ %
Cc1ccc2ccccc2c1C(O)c1ncc(-c2ccccc2F)[nH]1 (stereo not given) | i | 0.7
CCCCCC(=O)N1C[C@H](n2cc(C3CC3)nn2)[C@@H](O)C[C@@H]1c1ccccc1 | i | 0.5
CCOc1ccc2nc(S(=O)(=O)NC(=O)C3(C)CCN3C(=O)CCc3cccs3)sc2c1 (stereo not given) | i | 0.6
O=C(Nc1cccc(S(=O)(=O)NC2=NCCC2)c1)c1cn(-c2ccccc2)nc1-c1ccc(F)cc1 | i | 0.0
C#CCCc1cscc1/C=[N+](\[O-])c1ccc(C(=O)OCC)cc1 | i | 1.6
COc1ccc(-c2c(-c3cc(OC)cc(OC)c3)n(C)c3ccc(-c4cnc(N)nc4)cc23)cc1 | i | 1.3
CCN1C[C@@H]2[C@@H]3C(=O)N(C)C(=O)[C@@H]3[C@](Cc3ccccc3)(C1=O)N2C(=O)c1ccc(Br)cc1 | i | 1.4
COc1cc2c(c(Br)c1N)-c1cc(Br)c(N)cc1C2=O | i | 1.5
Cc1ccc([C@H]2C[C@@H](n3cc(COC(=O)c4ccccc4)nn3)[C@H](O)CN2C(=O)C2CCCCC2)cc1 | i | 0.6
CNc1ncnc2c1ncn2[C@H]1CN(Cc2ccncc2)C[C@@H](CO)O1 | i | 0.6
O=S1(=O)CC(N2CCSCC2)CN1Cc1cn(Cc2ccccc2)nn1 (stereo not given) | i | 0.9
CS(=O)(=O)/C(C#N)=C/c1cccn1S(=O)(=O)c1ccc([N+](=O)[O-])cc1 | i | 1.1
CC1(C)CC(Cc2cccc(C(F)(F)F)c2)N(C(=O)OC(C)(C)C)C1 (stereo not given) | i | 0.6
CN(C)C(=O)CCc1ccc2c3c([nH]c2c1)[C@]1(C)[C@@H](C(=O)N2CCOCC2)C[C@H](CC(=O)NCC24CC5CC(CC(C5)C2)C4)C(=O)N1CC3 | i | 0.9
Cn1cccc1C(=O)NCC1COc2ccccc2O1 (stereo not given) | i | 1.2
CC(Sc1nnc(C2CC2)n1C1CC1)C(=O)Nc1ccccc1C#N (stereo not given) | i | 1.1
CCOc1ccc(/C=N/NC(=O)c2ccncc2)cc1OC | i | 1.7
CN1CCN(C(=O)CNC(=O)C23CC4CC(CC(C4)C2)C3)CC1 | i | 1.1
COc1ccc(NS(=O)(=O)c2ccc(OC)c(NC(=O)CNC(=O)c3ccc(OC)cc3)c2)cc1 | i | 0.8
Cn1nc(C(C)(C)C)cc1C(=O)N1CCCCC1c1cc(C(=O)Nc2ccc(F)c(Cl)c2)no1 (stereo not given) | i | 1.4
CC(C)c1ccc(CN2CCC2(C)C(=O)Nc2cnc3ccccc3c2)cc1 (stereo not given) | i | 0.3
COc1ccc(NC(=O)C2Cc3c(-c4cccc(C(N)=O)c4)ccnc3O2)cc1 (stereo not given) | i | 1.1
COc1ccccc1-c1cn(CC[C@H]2CC[C@@H](NS(=O)(=O)c3ccccc3C)[C@@H](CO)O2)nn1 | i | 1.1
O=C(CC1SC(N2CCOCC2)=NC1=O)Nc1cccc(C(F)(F)F)c1 (stereo not given) | i | 0.5
COC(=O)N(C)C[C@@H]1OCc2cn(nn2)CCCC(=O)N([C@H](C)CO)C[C@H]1C | i | 1.4

Continuation.
SMILES | Myeloid diff MLP | Myeloid diff MLP GFP+ MAC1+ %
O=C1CCSc2c1ccc1ccccc21 | + | 17*
CN1CCCCC1(C)C(=O)NCc1ccc(F)cc1 (stereo not given) | i | 1.0
O=C1Nc2ccccc2C1=Nc1ccc2[nH]c3ccccc3c2c1 | i | 4.7
Cc1cccc(OCCCC(=O)NNC(=O)c2cccc(N(C)C)c2)c1 | i | 1.6
Cc1c(Cl)cnc(NC(=O)COC(=O)C2CC2)c1Cl | i | 0.3
O=C(NCc1ccncc1)[C@@H]1CCCN1C(=O)[C@H]1CCCN1 | i | 1.4
CCCCN(C(=O)C1CCN(C(=O)c2ccccc2C)CC1)c1c(N)n(CC(C)C)c(=O)[nH]c1=O | i | 0.3
Nc1c(C(=O)CSc2nccn2-c2cccc(F)c2)c(=O)[nH]c(=O)n1C1CC1 | i | 0.3
Cc1nn(-c2ccc(F)cc2)c(Cl)c1/C=C(/CC(=O)O)c1nc2ccccc2s1 | i | 1.4
COc1ccc(NC(=O)N(C)C[C@H]2OCCCC[C@@H](C)Oc3ccc(N(C)C)cc3C(=O)N([C@H](C)CO)C[C@@H]2C)cc1 | i | 0.7
COc1ccc(CNC(=O)c2cccc3c(-c4ccc(F)c(F)c4)coc23)cc1OC | i | 0.9
COc1ccc(-c2coc3c(C(=O)NCC4CCOCC4)cccc23)c(C)c1 | i | 0.7
O=C1N[C@@H](Cc2ccccc2)COC(=O)[C@H](Cc2ccc(F)cc2)CC/C=C/C[C@@H]1CC(=O)N(CCO)Cc1ccccc1 | i | 0.7
O=C(O)c1cccc(-c2csc(C(O)c3ccccc3)n2)c1 (stereo not given) | i | 0.6
CN(Cc1ccccc1)C(=O)c1cccc(NC(=O)Cc2cccc([N+](=O)[O-])c2)c1 | i | 1.6
Cc1cc(C)c(NC(=O)CN(C)C(=O)c2ccc(OCc3ccccc3)cc2)c(C)c1 | i | 0.3
O=C(CCc1nc(-c2ccc(Cl)cc2)no1)NCc1ccccc1CN1CCOCC1 | i | 0.9
COc1cccc(S(=O)(=O)N(C)C[C@H]2OCc3cnnn3CCCC(=O)N([C@@H](C)CO)C[C@H]2C)c1 | i | 0.5
COCCCn1cc(CN2CC(N3CCN(Cc4ccccc4F)CC3)CS2(=O)=O)nn1 (stereo not given) | i | 1.5
Cc1ccc(S(=O)(=O)N2CCN(C(=O)Cn3c(=O)cnc4ccccc43)CC2)c(C)c1 | i | 0.2
Cc1ccccc1-n1c(C)nnc1SC(C)C(=O)NCC1CCCO1 (stereo not given) | i | 0.7
CC(=O)N(CCOc1ccccc1)CCOc1ccccc1 | i | 0.1
CCC(CO)Oc1cc(NCc2ccccc2F)c2ncn(C(C)C)c2c1 (stereo not given) | i | 1.5
O=C(CSc1nc2nn(-c3ccccc3)c(=O)c-2c2n1CCCCC2)Nc1ccccc1[N+](=O)[O-] | i | 0.7
CC(C)(C)[C@@H]1COC(=O)[C@H](Cc2ccc(F)cc2)CC/C=C\C[C@@H](CC(=O)NCCO)C(=O)N1 | i | 1.0
Cc1ccc2nc3c(cc(S(=O)(=O)c4ccccc4)c(=N)n3C3CCCC3)c(=O)n2c1 | i | 0.4

Random excerpt: 4 records from the list.
SMILES | Myeloid diff MLP | Myeloid diff MLP GFP+ MAC1+ %
O=C(CCc1nc(-c2ccc(Cl)cc2)no1)NCc1ccccc1CN1CCOCC1 | i | 0.9
O=C1N[C@@H](Cc2ccccc2)COC(=O)[C@H](Cc2ccc(F)cc2)CC/C=C/C[C@@H]1CC(=O)N(CCO)Cc1ccccc1 | i | 0.7
Cc1cc(C)c(NC(=O)CN(C)C(=O)c2ccc(OCc3ccccc3)cc2)c(C)c1 | i | 0.3
COc1ccc(-c2coc3c(C(=O)NCC4CCOCC4)cccc23)c(C)c1 | i | 0.7

The list is partial; count on the stated rates, not on these rows.
